PGC1a acetyl inh = inhibitors of PGC1a acetylation signal, primary screen, cell-based, U2OS, AlphaScreen, inhibitor mode. AlphaScreen anti-acetyl-lysine; with virally co-expressed GCN5 acetyltransferase. inhibition, % at 15.6 µM. actives 0.17% (n = 350,000). AID 651687, 2012;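 active = every replicate shows inhibition of at least 40%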;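 note: 0% = neutral control wells and 100% = positive control wells; some results beyond the cut were filed as inactive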
EWS-Fli inh = EWS/Fli-driven NR0B1 reporter inhibitors, primary screen, A673 cells, NR0B1 luciferase, luminescence, MLPCN library. viability-normalised. inhibition, % at 12.6 µM. actives 0.67% (n = 350,000). AID 651661, 2012;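 active = mean inhibition of at least 50% after viability correction, with every replicate also passing that limit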;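 note: firefly luciferase signal divided by Alamar Blue viability fluorescence both relative to DMSO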
S100A4 inh HTS = inhibitors of S100A4-myosin IIA peptide binding, primary screen, biochemical, fluorescence polarization, TAMRA-MyoIIA peptide. Protein S100-A4 (Homo sapiens), P26447. actives 0.14% (n = 360,000). inhibition, % at 10.7 µM;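 active = mean inhibition of at least 70% across replicates, with every replicate also reaching that level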
Target sequence (P26447 whole entry, looked up): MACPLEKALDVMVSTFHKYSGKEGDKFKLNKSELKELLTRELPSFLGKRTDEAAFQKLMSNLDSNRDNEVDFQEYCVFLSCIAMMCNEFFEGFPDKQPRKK
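Test system: S100A4 monomer protein; Medium: HEPES pH 7.2 with CaCl2, KCl, NaCl, DTT, Triton; Probe or stimulus: TAMRA-labelled myosin IIA heavy-chain peptide probe, 5 nM; Doses: one dose per compound; Times: polarization read 5 min after assay mix addition, stable 5–60 min; Benchmarks: neutral control DMSO, positive control TFP.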
LGR2 inh = inhibitors of bursicon-induced LGR2 CRE-luciferase signal, primary screen, cell-based, HEK293, CRE-luciferase reporter, bursicon stimulation | Drosophila bursicon receptor LGR2 (rickets) | bursicon-stimulated, 4 h | actives 0.35% (n = 380,000) | inhibition, % at 9.99 µM;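 active = drop in luminescence signal, shown as inhibition above about 50% in the replicate tests, limit read from the data, passing the limit was not always enough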;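 note: agonist challenge used bursicon conditioned medium at about half maximal strength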
FN deposition inh = inhibitors of fibronectin matrix deposition, primary screen, AH1F cells, Alexa488-fibronectin fluorescence, plate reader. AH1F fibroblasts, overnight. inhibition, % at 12.6 µM. actives 0.086% (n = 350,000). AID 743247, 2014;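 active = mean inhibition across replicates of 30% or more, regardless of how many single replicates reach that level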;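 note: positive control wells lacked labelled fibronectin entirely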
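test system = AH1F fibroblasts assembling fluorescent fibronectin matrix | quantity = 10000 AH1F cells per well | buffer or medium = DMEM plus 2% serum, read in PBS | doses = single dose, pinned | incubation = 1 h cell attachment, overnight exposure to compound and label | detection = fluorescence at 485 nm excitation, 525 nm emission | read-out basis = inhibition from reduced deposited-fibronectin fluorescence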
PglD inh = C. jejuni PglD acetyltransferase inhibitors, primary screen, biochemical, DTNB colorimetric, single point; UDP-N-acetylbacillosamine N-acetyltransferase PglD (Campylobacter jejuni); purified PglD enzyme, DTNB colorimetric CoA detection; inhibition, % at 12.5 µM; actives 0.098% (n = 360,000); AID 602405, 2012; in the data active = inhibition above about 16%, passing the limit was not always enough; note: strong numbers were not always called active
PAX8 inh HTS = inhibitors of PAX8-driven TPO luciferase reporter, primary screen, RMG-I cells, single concentration | SteadyGlo, 24 h | inhibition, % at 12.6 µM | actives 1.2% (n = 360,000);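 active = mean replicate inhibition at least 60% with every replicate also reaching 60%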;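 note: luciferase light reporting Pax8 driven TPO promoter activity; plate controls were median of neutral control wells for no effect and mitoxantrone controls for full effect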
ERAP1 HTS inh = human ERAP1 aminopeptidase inhibitors, primary screen, biochemical, single point, plate reader. recombinant ERAP1, Leu-AMC fluorescence, 60 min. actives 0.15% (n = 340,000). inhibition, % at 10.7 µM;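 active = mean replicate inhibition of at least 30%, or all replicates individually reaching that 30% level; inactive = mean below 30% and not every replicate reaching it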;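 note: 0% = neutral control wells and 100% = L-leucinethiol positive control wells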
Target sequence (Q9NZ08 whole entry, looked up): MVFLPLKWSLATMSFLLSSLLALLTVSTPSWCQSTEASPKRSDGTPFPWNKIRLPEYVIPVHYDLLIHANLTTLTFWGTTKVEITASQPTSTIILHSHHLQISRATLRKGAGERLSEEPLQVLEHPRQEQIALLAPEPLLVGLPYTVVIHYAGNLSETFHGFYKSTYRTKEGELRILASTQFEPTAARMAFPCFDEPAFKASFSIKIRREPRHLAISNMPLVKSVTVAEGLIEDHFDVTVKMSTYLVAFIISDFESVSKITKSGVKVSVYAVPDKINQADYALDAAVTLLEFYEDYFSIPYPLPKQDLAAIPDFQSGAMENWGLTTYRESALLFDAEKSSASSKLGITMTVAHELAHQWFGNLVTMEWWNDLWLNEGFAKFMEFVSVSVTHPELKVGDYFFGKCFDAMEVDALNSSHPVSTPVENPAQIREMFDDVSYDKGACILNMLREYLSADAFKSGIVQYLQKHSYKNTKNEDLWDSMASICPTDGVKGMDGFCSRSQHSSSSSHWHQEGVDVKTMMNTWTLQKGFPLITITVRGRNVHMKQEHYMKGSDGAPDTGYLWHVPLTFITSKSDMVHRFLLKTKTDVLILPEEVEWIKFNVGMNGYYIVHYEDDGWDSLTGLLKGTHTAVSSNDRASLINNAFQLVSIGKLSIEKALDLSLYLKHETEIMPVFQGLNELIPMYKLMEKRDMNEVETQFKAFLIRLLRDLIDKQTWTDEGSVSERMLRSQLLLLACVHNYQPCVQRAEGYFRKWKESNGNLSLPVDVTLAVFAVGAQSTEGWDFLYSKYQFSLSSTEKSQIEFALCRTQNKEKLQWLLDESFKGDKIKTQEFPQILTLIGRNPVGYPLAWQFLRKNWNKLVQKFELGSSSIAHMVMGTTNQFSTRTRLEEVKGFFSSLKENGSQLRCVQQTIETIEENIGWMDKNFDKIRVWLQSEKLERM
The depositor's hits bear a star; x = not tested or not shown.

SMILES	PGC1a acetyl inh	EWS-Fli inh	S100A4 inh HTS	LGR2 inh	FN deposition inh	PglD inh	PAX8 inh HTS	ERAP1 HTS inh
O=C(CSc1nnc(CNC(=O)c2cccs2)o1)Nc1cccc(F)c1	2.5	5.3	-1.5	-3.7	-14.7	3.4	2.3	-2.2
Cc1ccc(SCC(=O)Nc2ccc(C(=O)Nc3ccc(O)cc3)cc2)cc1	-8.7	34.9	-3.7	-22.2	-7.2	x	25.7	7.0
CC1=C(C(=O)N(C(C)C)C(C)C)CC(CC(=O)NC2CCCCC2)C(=O)N1CCC1=CCCCC1 (centres undefined)	-2.7	0.9	-11.1	25.9	-3.8	-0.6	7.6	-2.2
CCCC#Cc1ccc2c(c1)O[C@@H](CN(C)S(=O)(=O)c1cccc(F)c1)[C@H](C)CN([C@@H](C)CO)S2(=O)=O	-13.5	27.9	-6.4	15.2	x	-1.1	x	-1.7
CC(C)NC(=O)NCC[C@H]1CC[C@@H](NC(=O)CCN2CCCCC2)[C@H](CO)O1	-2.9	x	-4.9	-5.7	-3.0	6.0	x	-2.0
O=C(NC[C@H]1[C@H](c2ccccc2)[C@@H](CO)N1Cc1cccnc1)c1ccccn1	4.3	-1.5	3.1	0.7	-6.3	9.0	3.1	0.3
O=C(Nc1ccc(-c2cc3ccccc3oc2=O)c(Cl)c1)c1cccnc1	-2.9	-36.0	6.5	-0.3	x	4.5	x	-2.2
COc1ccc(/C=N/NC(=O)c2cc(=O)[nH]c3ccccc23)cc1OC	-7.1	13.1	-1.4	x	-4.1	x	-10.8	-2.2
COC(=O)[C@H](Cc1ccccc1)N1CC(N2CCCC2)CS1(=O)=O (some centres undefined)	x	-5.9	0.4	-11.2	-4.2	x	0.9	x
Cc1ccc(Sc2cc(NCCCO)c([N+](=O)[O-])c3nonc23)cc1	5.9	17.2	-1.9	9.4	4.9	5.3	10.6	6.3
O=C(Cc1ccccc1)N[C@H]1CC[C@H](CC(=O)N2CCOCC2)O[C@@H]1CO	5.4	-8.6	6.7	-9.4	-2.3	-0.8	-1.3	-1.9
CCN1CCN(CC(=O)N2N=CCC2c2ccccc2)CC1 (centres undefined)	-3.8	0.7	-3.8	x	-0.8	0.9	5.4	1.8
C[C@@H]1CN([C@@H](C)CO)C(=O)c2cc(NC(=O)Cc3ccccc3)ccc2O[C@H]1CN(C)Cc1ccncc1	-2.6	-7.0	5.6	21.6	x	1.4	-1.2	0.7
C[C@@H]1CN([C@H](C)CO)C(=O)c2cc(NC(=O)NC3CCCCC3)ccc2O[C@H]1CN(C)Cc1ccc2c(c1)OCO2	-2.7	2.0	4.1	3.4	x	-1.4	-1.7	0.0
C=CC[C@H](CC(=O)OC(C)(C)C)C(=O)OC[C@H]1CCCN1C(=O)[C@H](CC=C)CC(=O)NCCO	9.5	-14.0	-1.2	6.9	-15.4	-2.3	-6.6	-5.6
C[C@@H]1CN([C@H](C)CO)C(=O)Cc2cc(NS(=O)(=O)c3cccs3)ccc2O[C@@H]1CN(C)Cc1ccc(-c2ccccc2)cc1	15.9	-5.9	1.1	-17.2	-3.1	0.9	-24.5	1.1
COc1ccc(-c2ccc(SCC(=O)Nc3cc(C)on3)nn2)cc1OC	-6.1	x	x	-7.1	7.5	-4.2	x	x
CCOc1ccc(N2C(=O)CC(N3CC(C)OC(C)C3)C2=O)cc1 (centres undefined)	2.6	x	x	x	-3.2	-4.8	3.1	x
COc1cccc(NC(=O)C[C@H]2CC[C@@H]3[C@@H](COc4ccc(NC(=O)C5CCCC5)cc4C(=O)N3C)O2)c1	9.3	x	-8.9	-21.4	-3.2	x	-6.2	-0.7
CCOc1ccccc1NC(=O)NC1CCCc2ccccc21 (centres undefined)	-5.6	5.2	-2.7	7.8	1.1	3.2	14.6	5.4
O=C1NC(c2cccc(Br)c2)=N/C1=C\c1ccco1	-10.0	-30.0	-2.1	-43.1	-1.1	x	-30.0	-1.2
CCN1CCN(CCNC(=O)c2ccc(/C=C3/Sc4ccccc4N(Cc4cccc(Cl)c4)C3=O)cc2)CC1	-5.3	46.4	-2.8	52.3*	-8.3	x	7.2	-2.0
CCCCOC(=O)c1ccc(NC(=O)C(=O)NCc2ccco2)cc1	0.6	-0.8	-2.3	-10.5	-3.6	x	8.5	-1.8
Brc1ccc(CNc2ccc3ncccc3c2)cc1	2.2	-119.1	2.1	-87.0	-1.6	-0.3	-127.2	0.0
COc1ccccc1/C=N/NC(=O)CNC(=O)c1ccccc1	2.5	-2.4	-2.6	9.3	2.8	x	-5.9	x
CCC(=O)Nc1ccc2c(c1)OC[C@@H](C)N(CC1CC1)C[C@@H](C)[C@@H](OC)CN(C)C2=O	18.3	-3.0	1.2	18.8	-1.5	-4.8	-3.0	-1.6
CCNC(=O)C[C@@H]1CC[C@H]2[C@H](COc3ccc(NS(=O)(=O)c4ccccc4C)cc3C(=O)N2C)O1	6.1	1.9	-20.7	2.5	x	-2.4	2.2	0.5
CCC(=O)Nc1ccc2c(c1)C(=O)N(C)[C@H]1CC[C@H](CC(=O)Nc3c(F)cccc3F)O[C@@H]1CO2	x	1.2	x	-6.6	x	-3.1	-0.9	x
COc1ccc(-c2csc(NC(=O)CN3C(=O)C4CC=CCC4C3=O)n2)cc1OC (centres undefined)	x	x	-0.2	-11.0	x	3.7	-3.6	1.8
CCOc1ccc(NC(=O)CN(C)C(=O)c2c(-c3ccccc3)noc2C)cc1OCC	-5.9	8.4	-1.3	3.0	-1.9	0.6	-8.9	-0.2
Cc1oncc1C(=O)NC(C)C	3.0	x	x	x	8.8	-1.4	-14.8	x
O=C(Nc1cccc(F)c1)C1CCN(C(=O)c2ccc(Br)cc2)CC1	11.5	x	x	x	0.8	4.8	-22.0	x
O=C(NCc1ccc2c(c1)OCO2)C1CCC(CNS(=O)(=O)c2ccc(Cl)cc2)CC1 (centres undefined)	x	2.5	3.0	-5.2	x	x	x	-2.0
COc1cc(Cc2cc(OC)c(O)c(OC)c2)cc(OC)c1O	x	5.9	-1.4	-4.6	9.5	x	33.1	-3.4
CCOC(=O)C1CCN(C(=O)c2ccc(OC3CCN(C(=O)CCOC)CC3)cc2)CC1	0.2	-4.1	2.4	2.0	5.1	4.1	-3.6	-1.0
CC(C)N(c1ccccc1)c1ccc(NC(=O)CCl)cc1	x	13.6	-2.7	33.2	2.5	-1.2	25.7	5.8

Reprinted from the part before: two compounds, then new ones.
SMILES	PGC1a acetyl inh	EWS-Fli inh	S100A4 inh HTS	LGR2 inh	FN deposition inh	PglD inh	PAX8 inh HTS	ERAP1 HTS inh
CCOC(=O)C1CCN(C(=O)c2ccc(OC3CCN(C(=O)CCOC)CC3)cc2)CC1	0.2	-4.1	2.4	2.0	5.1	4.1	-3.6	-1.0
CC(C)N(c1ccccc1)c1ccc(NC(=O)CCl)cc1	x	13.6	-2.7	33.2	2.5	-1.2	25.7	5.8
COc1ccc(/C=C2/CC/C(=C\c3ccc(OC)c(OC)c3OC)C2=O)c(OC)c1OC	11.1	x	x	5.9	-3.2	-4.0	14.9	x
CC(=O)Nc1sc(N)nc1-c1ccccc1	-5.5	1.5	-4.0	3.6	0.6	-2.4	9.9	4.9
CCC(CC)c1nc(NCCC(=O)O)c2ccccc2n1	-5.3	x	x	-12.4	1.4	4.9	x	x
CC(C)NC(=O)Nc1ccc2c(c1)C(=O)N([C@@H](C)CO)C[C@H](C)[C@H](CN(C)C)O2	5.1	x	-2.4	-7.4	x	-2.2	-3.8	-0.3
COc1cccc(S(=O)(=O)Nc2ccc3c(c2)[C@@H]2C[C@@H](CC(=O)NCc4ccccc4F)O[C@H](CO)[C@@H]2O3)c1	2.4	-2.7	-4.6	-8.0	x	2.5	-18.3	0.0
O=C(Nc1nccs1)[C@H]1[C@H](CO)[C@H]2Cn3c(cccc3=O)[C@H]2N1C(=O)C1CCC1	x	4.3	4.3	-13.8	x	0.8	x	0.2
Cn1nccc1C(=O)NC1CC(C)(C)Cc2c1cnn2-c1ccc(F)cc1 (centres undefined)	13.1	x	-2.1	-28.4	11.7	4.6	4.9	0.7
Cc1ccc(Cl)cc1NC(C#N)c1ccccc1 (centres undefined)	x	4.4	-1.8	2.7	3.3	x	23.6	-3.2
O=C(Nc1ccc(NC(=O)c2ccco2)cc1)c1ccc2c(c1)OCCO2	-0.7	23.7	-0.2	-21.6	3.9	-0.5	-12.2	0.8
COC(=O)c1cc(NC2c3ccccc3C(=O)N2c2ccc(Cl)cn2)cc(C(=O)OC)c1 (centres undefined)	x	-15.8	0.0	-4.9	-0.8	-0.7	-31.6	2.8
COC(=O)C[C@H]1CC[C@@H]2[C@H](COc3ccc(NC(=O)c4cc(C)on4)cc3C(=O)N2C)O1	-2.7	0.8	-5.0	-10.7	-5.2	2.6	-7.3	-0.9
CN(C)c1ncc(S(=O)(=O)c2ccccc2)c(N)n1	-9.3	1.0	1.8	-0.1	-0.7	-13.8	-1.9	-7.7
CCOC(=O)c1ccc(NC(=O)C(=O)NCC2(c3ccc(OC)cc3)CCOCC2)cc1	-16.6	0.4	-7.1	8.8	-14.2	-4.0	-5.2	0.2
N[C@@H](Cc1ccc(O)cc1)C(=O)Nc1ccc2ccccc2c1	7.8	-38.7	-2.7	-39.7	1.4	-1.8	-110.6	1.7
Cc1cccc(NC(=O)CSCC(=O)Nc2ccccc2C(=O)NC2CC2)c1	-3.3	5.3	3.5	1.7	1.5	-0.2	-4.2	2.7
CCOC(=O)CCCCCN1C(=O)c2cccc3cccc(c23)C1=O	3.7	-0.7	0.1	-5.3	-4.6	-3.8	21.6	2.4
O=C(O)c1cc(Cl)c(Cl)cc1C(=O)N1CCOCC1	-5.6	4.8	-5.3	19.6	x	-2.0	x	-0.2
Cn1cnc(S(=O)(=O)N2CC[C@@H]3[C@@H](CO)Nc4ccc(C#Cc5ccc(F)cc5)cc4[C@@H]32)c1	-8.5	-4.4	-11.1	2.6	-1.6	x	x	-0.2
Cc1cccc(NC(=S)NCc2cccn2C)c1	3.9	x	x	27.6	-4.2	0.0	x	x

LGR2 inh, entries above that show a hit.
| SMILES | PGC1a acetyl inh | S100A4 inh HTS | LGR2 inh | PglD inh | ERAP1 HTS inh |
| --- | --- | --- | --- | --- | --- |
| CCN1CCN(CCNC(=O)c2ccc(/C=C3/Sc4ccccc4N(Cc4cccc(Cl)c4)C3=O)cc2)CC1 | -5.3 | -2.8 | 52.3* | x | -2.0 |

Screening results from PubChem BioAssay.
